# High-throughput results as filed in PubChem BioAssay.
# KOR beta-arrestin-1 = KOR agonists, beta-arrestin recruitment, primary screen, cell-based, luminescence, uHTS (AID 1777); KOR beta-arrestin recruitment, luminescence; higher % means a stronger effect; activation, % at 10 µM, or EC50 in µM where a hit was titrated; 280,000 tested, 0.02% active; in the data active = activation above about 50%, passing the limit was not always enough; note: a part of the inactive calls stands beside numbers as strong as those of hits
# KOR beta-arrestin-2 = KOR antagonists, beta-arrestin recruitment, cell-based, luminescence, uHTS (AID 1778); Kappa-type opioid receptor (Homo sapiens); KOR beta-arrestin recruitment, luminescence, antagonist mode; higher % means a stronger effect; one-dose inhibition, % at 10 µM; IC50 in µM for titrated hits; 290,000 tested, 0.091% active; note: strong numbers were not always called active
# Yfh1-depleted yeast = enhancers of respiration in Yfh1-depleted yeast, dose response, Friedreich's ataxia, plus single-dose screen (AID 1465). S. cerevisiae Yfh1-off respiration, WST-1 reduction, 72 h; higher fold induction means a stronger effect. one-dose fold induction at 50 µM; EC50 in µM for titrated hits. 220,000 tested, 0.074% active;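 active = fold induction of absorbance versus untreated yeast above a set limit, then at least 30% activation at any dose in follow-up; inconclusive = repeats straddling the limit, or above it without dose testing; inactive = fold induction below the set limit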;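 note: activators that raise dye reduction in frataxin-depleted yeast; strong numbers were not always called active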
# HIV fusion peptide = inhibitors of HIV fusion peptide binding, primary screen, biochemical, uHTS, fluorescence dequenching (AID 1986); cell-free peptide binding, fluorescence dequenching, 30 min; higher % means a stronger effect; one-dose inhibition, % at 20 µM; IC50 in µM for titrated hits; 290,000 tested, 0.3% active; in the data active = inhibition mostly above about 52%, no sharp cut-off; inactive = mostly below about 76%; note: some results filed as inactive read as strong as hits
# NOD1 NF-kB reporter = NOD1 signaling inhibitors, primary screen, cell-based, luminescence, uHTS (AID 1578); NOD1-driven NF-kB luciferase reporter cells, luminescence; higher % means a stronger effect; inhibition, % at 4 µM; hits with a dose series show EC50 in µM; 290,000 tested, 1% active; in the data active = inhibition mostly above about 36%, no sharp cut-off; inactive = mostly below about 34%;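 note: HEK-293T reporter cells stimulated with the NOD1 agonist gamma-tri-DAP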
# HEK293 NOD2/NF-kB = NOD2 signaling inhibitors, cell-based, luminescence, uHTS, HEK293 (AID 1566) | HEK293 NOD2/NF-kB luciferase reporter, luminescence; higher % means a stronger effect | 290,000 tested, 0.63% active | inhibition, % at 4 µM, or EC50 in µM where a hit was titrated; note: many of its hits are not listed in these tables
# NS5 inhibitors = Dengue-2 NS5 methyltransferase inhibitors, primary screen, biochemical, confirmation dose response (AID 588689) | Dengue-2 NS5 methyltransferase capping enzyme assay, biochemical; higher % means a stronger effect | Genome polyprotein (Dengue virus type 2 (strain 16681-PDK53)) | 340,000 tested, 0.3% active | one-dose inhibition, % at 25 µM; IC50 in µM for titrated hits; in the data active = a potency from the dose series; inconclusive = inhibition above about 29% without an active follow-up result
# West Nile antiviral = West Nile virus antiviral activity, cell-based, CPE readout (AID 1621); 290,000 tested, 0.02% active; West Nile virus-infected cells, CPE inhibition; higher % means a stronger effect; one-dose CPE inhibition, % at 10 µM; IC50 in µM for titrated hits; in the data active = a potency from the dose series; inconclusive = CPE inhibition mostly from about 3.7% at the one dose, without a potency; inactive = the rest, 99 in 100 with CPE inhibition below about 2.2%; note: strong numbers were not always called active
# AID2073 = inhibitors of Mint1-CaV2.2 protein interaction, biochemical, HTRF (AID 2073); 290,000 tested, 0.19% active; HTRF protein-protein interaction, Mint1-CaV2.2; higher % means a stronger effect; inhibition, % at 20 µM, or IC50 in µM where a hit was titrated; in the data active = inhibition mostly above about 51%, no sharp cut-off; inconclusive = no clear call, values can overlap the other calls; inactive = mostly below about 53%; note: some results filed as inactive read as strong as hits
# NS5 inhibitors pilot replicate = second read-out of NS5 inhibitors, no call of its own (marks repeat the call); inhibition, %; measured here: pilot screen replicate inhibition
# Numbers without * were called inactive; i = inactive; ? = inconclusive; · = not tested or not shown; [ ] = dose if it differs, or a comment. Cut-off read from the data, not from the text of the source, unless noted: active = inhibition above about 50%; inactive = the rest. An excerpt; rates above refer to the full screens.
# The opening 10 records (preview)
SMILES,KOR beta-arrestin-1,KOR beta-arrestin-2,Yfh1-depleted yeast,HIV fusion peptide,NOD1 NF-kB reporter,HEK293 NOD2/NF-kB,NS5 inhibitors,West Nile antiviral,AID2073,others
COc1cccc(-c2nc(CS(=O)CC(=O)O)c(C)o2)c1 (configuration not stated),-2.8%,2%,i,-2.8%,-3%,17%,-1%,0.3%,0%,
c1ccc(-c2cn3nc(-c4ccccc4)c(-c4ccccc4)nc3n2)cc1,-1.8%,-3%,i,4.6%,9%,28%,22%,-0.2%,1%,
COc1ccccc1N(C)S(=O)(=O)c1ccc(C(=O)OCC(=O)N(C(C)C)C(C)C)cc1,-5.3%,11%,i,0.4%,-32%,17%,-2%,0.1%,-9%,
COc1ccc(-c2csc(NC(=O)CSc3nc(C)nc4sc(C(=O)O)c(C)c34)n2)cc1,2.4%,-47%,i,9.4µM*,3%,18%,93µM*,0.3%,·,
CCC(C)[C@H](NC(=O)Nc1ccc(S(N)(=O)=O)cc1)C(=O)OC (some centres not stated),1.1%,-2%,i,0.3%,-4%,-2%,-9%,0.2%,-3%,
O=C(NCCS(=O)(=O)N1CCN(c2ccccc2F)CC1)c1ccc(Br)cc1,-6.6%,-8%,·,0.9%,3%,17%,1%,-0.4%,-9%,
O=C(/C=C/c1ccc2ccccc2n1)N1CCN(S(=O)(=O)c2ccc(F)cc2)CC1,-1.6%,40%,i,1.6%,7%,-24%,-8%,?,22%,
COc1cc(CC(=O)NCc2ccccn2)cc(OC)c1OC,-0.5%,22%,i,0.3%,0%,-2%,·,0.2%,0%,
COc1ccc(NC(=O)C(=O)NNC(=O)C(C)Oc2ccc(Cl)cc2Cl)cc1 (configuration not stated),4.6%,-43%,i,-0.6%,-32%,7%,3%,0.4%,-5%,
CC(C)c1cc(C(=O)NC2CCCc3c2cnn3-c2ccccc2F)no1 (configuration not stated),-2.9%,-18%,·,0.7%,8%,-17%,3%,-1.2%,-4%,

# The list itself, from the first entry:
SMILES,KOR beta-arrestin-1,KOR beta-arrestin-2,Yfh1-depleted yeast,HIV fusion peptide,NOD1 NF-kB reporter,HEK293 NOD2/NF-kB,NS5 inhibitors,West Nile antiviral,AID2073,others
COc1cccc(-c2nc(CS(=O)CC(=O)O)c(C)o2)c1 (configuration not stated),-2.8%,2%,i,-2.8%,-3%,17%,-1%,0.3%,0%,
c1ccc(-c2cn3nc(-c4ccccc4)c(-c4ccccc4)nc3n2)cc1,-1.8%,-3%,i,4.6%,9%,28%,22%,-0.2%,1%,
COc1ccccc1N(C)S(=O)(=O)c1ccc(C(=O)OCC(=O)N(C(C)C)C(C)C)cc1,-5.3%,11%,i,0.4%,-32%,17%,-2%,0.1%,-9%,
COc1ccc(-c2csc(NC(=O)CSc3nc(C)nc4sc(C(=O)O)c(C)c34)n2)cc1,2.4%,-47%,i,9.4µM*,3%,18%,93µM*,0.3%,·,
CCC(C)[C@H](NC(=O)Nc1ccc(S(N)(=O)=O)cc1)C(=O)OC (some centres not stated),1.1%,-2%,i,0.3%,-4%,-2%,-9%,0.2%,-3%,
O=C(NCCS(=O)(=O)N1CCN(c2ccccc2F)CC1)c1ccc(Br)cc1,-6.6%,-8%,·,0.9%,3%,17%,1%,-0.4%,-9%,
O=C(/C=C/c1ccc2ccccc2n1)N1CCN(S(=O)(=O)c2ccc(F)cc2)CC1,-1.6%,40%,i,1.6%,7%,-24%,-8%,?,22%,
COc1cc(CC(=O)NCc2ccccn2)cc(OC)c1OC,-0.5%,22%,i,0.3%,0%,-2%,·,0.2%,0%,
COc1ccc(NC(=O)C(=O)NNC(=O)C(C)Oc2ccc(Cl)cc2Cl)cc1 (configuration not stated),4.6%,-43%,i,-0.6%,-32%,7%,3%,0.4%,-5%,
CC(C)c1cc(C(=O)NC2CCCc3c2cnn3-c2ccccc2F)no1 (configuration not stated),-2.9%,-18%,·,0.7%,8%,-17%,3%,-1.2%,-4%,
O=C(COc1cccc2ccccc12)N1c2ccccc2CCc2ccccc21,3.9%,-21%,i,3.3%,6%,-15%,-2%,1.9%,18%,
Cc1cccc(NC(=S)N2CCN(C(=O)C3CCCO3)CC2)c1 (configuration not stated),2.6%,19%,i,-1.4%,2%,17%,-2%,0.4%,-40%,
CCOC(=O)N1CCN(C2CCCN(C(=O)c3ccccc3C(F)(F)F)C2)CC1 (configuration not stated),-2.9%,14%,·,-0.8%,-23%,15%,2%,0.1%,14%,
CCOC(=O)c1ccc(NC(=O)Nc2ccc3c(c2)OCCO3)cc1,-3.1%,14%,i,-0.1%,-32%,20%,-7%,-0.3%,-1%,
CN(Cc1cccnc1)C(=O)CNC(=O)COc1ccccc1,8.4%,-42%,·,0.3%,-14%,-23%,-7%,0.9%,-7%,
Cc1ccc(NC(=O)C(NC2CCCc3ccccc32)c2ccccc2)c([N+](=O)[O-])c1 (configuration not stated),-1.5%,-9%,i,-2.0%,2%,-24%,-2%,-0.7%,-26%,
CCOC(=O)C1CCN(S(=O)(=O)c2ccc(CC)cc2)CC1,8.1%,-53%,i,0.8%,51%,-6%,-1%,0.3%,-6%,
CN(Cc1cn(C)nc1-c1cccc(Cl)c1)C1CCOCC1,7.0%,-15%,i,0.6%,-27%,15%,·,-0.4%,2%,
Cc1nc(SCc2ccc(Cl)c(Cl)c2)n[nH]1,-1.3%,-35%[20 µM],·,3.0%,-8%,-5%,4%,-0.5%,6%,NS5 inhibitors pilot replicate=0.3
CCCC(=O)Nc1cc(C(=O)O)ccc1S(=O)(=O)c1ccc(C)cc1,-1.6%,39%,i,5.6%,-38%,1%,-10%,0.1%,12%,
COc1ccc(C2/C=C\CN(C(=O)C3CCCC3)CC(=O)N2Cc2ccc(F)cc2)cc1 (configuration not stated),3.0%,23%,i,-0.3%,-8%,-14%,-6%,-1.3%,-6%,
COc1cc(C2C(C(=O)c3ccco3)=C(O)C(=O)N2Cc2cccnc2)cc(OC)c1OC (configuration not stated),-2.8%,6%,i,7.3%,7%,4%,-1%,-0.2%,-20%,
COc1ccc(CCn2c(-c3ccc(C(C)(C)C)cc3)n[nH]c2=S)cc1OC,-1.5%,-22%,i,-0.9%,-13%,17%,21%,-1.1%,3%,
NC(=O)c1cnn(Cc2ccc(Cl)cc2)c1N,6.3%,-13%,i,1.4%,-9%,-23%,-3%,0.8%,27%,
C#CCN1C(=O)S/C(=C\c2ccc(-c3ccc(Cl)c(C(=O)O)c3)o2)C1=O,-2.9%,-6%[20 µM],·,19%,-54%,-47%,2%,0.2%,11%,
COc1ccc(NC(=O)C2Cc3cccc(OC)c3O/C2=N\O)cc1 (configuration not stated),-21%,7%,·,-2.4%,-15%,17%,1%,-0.3%,3%,
COc1cc(OC)c(C(=O)NC2CCCCCC2)cc1OC,-0.1%,5%,i,0.7%,-24%,19%,-10%,-0.1%,2%,
COc1ccc(/C=N/Nc2nc(C)c([N+](=O)[O-])c(N(C)c3ccccc3)n2)cc1OC,2.1%,-452%,i,13%,-137%,-11%,-6%,0.1%,12%,
O=C(CC(=O)N/N=C/c1c(Cl)cccc1Cl)NCc1cccnc1,-1.6%,20%,·,1.3%,-20%,20%,-7%,0.3%,7%,
CC(C)c1ccc(NC(=O)CCNC(=O)N2CC(=O)Nc3ccccc32)cc1,-0.1%,0%,·,0.9%,4%,14%,5%,0.0%,7%,
CCOC(=O)c1c(NC(=O)CCS(=O)(=O)c2ccccc2)sc2c1CCN(C(C)C)C2,5.2%,-4%,·,-0.1%,-14%,6%,-3%,22%,-4%,
CS(=O)c1nc(-c2ccc(Br)cc2)cc(-c2ccccc2)c1C#N (configuration not stated),3.1%,9%,i,-2.8%,·,-15%,-4%,-1.5%,-1%,
NC(=O)Nc1ccc(Oc2ncc(C(F)(F)F)cc2Cl)cc1,-1.1%,-1%,i,-0.4%,-10%,24%,-4%,-0.5%,-8%,
COc1ccc2c(c1)nc(N)n2Cc1ccccc1,-2.6%,-19%,·,-3.3%,7%,12%,2%,·,-2%,
C/C(=N/NC(=O)C1COc2ccccc2O1)c1ccco1 (configuration not stated),1.1%,-12%,i,1.3%,-1%,-6%,-5%,0.0%,0%,
CN(C)C(CNC(=O)C1CCN(C(=O)/C=C/c2ccccc2)CC1)c1ccccc1 (configuration not stated),2.5%,-16%,·,-1.4%,23%,-14%,-3%,-0.7%,25%,
COCCn1c(SCC(=O)Nc2cccc(C)n2)nnc1-c1ccco1,-6.0%,-23%[20 µM],i,1.1%,-5%,4%,3%,0.2%,3%,
CNCC/C=C1/c2ccccc2CSc2ccccc21,-1.8%,-2%,i,-0.7%,-30%,16%,-6%,0.4%,-9%,
Cn1nc(-c2ccc(Cl)cc2)c2cc(C(=O)NCCN3CCOCC3)sc21,9.3%,-42%,i,-1.6%,6%,4%,-1%,-0.3%,16%,
O=C(c1cccc(C(F)(F)F)c1)C1CCCN(C(=O)/C=C/c2cnc[nH]2)C1 (configuration not stated),-3.8%,0%,·,-0.1%,-16%,-2%,-4%,0.4%,?,
O=C(CN1C(=O)NC2(CCc3ccccc32)C1=O)Nc1cc(C(F)(F)F)ccc1N1CCOCC1 (configuration not stated),13%,22%,i,-1.7%,8%,14%,·,-0.4%,-6%,
O=C(Nc1ccccc1)N1C(=O)C2(OCCO2)c2ccccc21,0.1%,8%,i,0.8%,·,-7%,-13%,-0.5%,-1%,
CC(=O)c1ccc2c(c1)OCCOCCOCCO2,2.2%,-6%,i,-2.3%,16%,13%,4%,-0.3%,-10%,
OC(CN1CCOCC1)c1ccc(F)cc1 (configuration not stated),2.1%,-21%,i,1.3%,-42%,2%,-8%,1.2%,14%,
Cc1ccc(N2C(=O)N(c3ccc(C)cc3)C3CS(=O)(=O)CC32)cc1 (configuration not stated),-5.6%,-22%[20 µM],i,-0.9%,-13%,13%,1%,-0.7%,3%,
CN(C)c1nc(C(F)(F)F)cc(=O)[nH]1,-1.0%,-17%[20 µM],i,1.0%,-21%,-3%,1%,0.5%,-4%,
COc1cccc(OC)c1C(=O)NC(=S)N1CCOCC1,-2.2%,-11%,i,0.3%,-33%,5%,2%,0.3%,5%,
CCN(CC)c1ccc(NC(=O)c2cccnc2)cc1,6.1%,-2%,i,0.8%,-15%,-4%,-6%,-0.2%,-10%,
CCOc1cc(C(=O)NCCN2CCOCC2)cc(OCC)c1OCC,0.4%,17%,i,0.3%,-26%,9%,-5%,0.1%,17%,
COc1ccc(C2C3CCCCC3(O)CCN2C(=O)c2cccs2)cc1 (configuration not stated),4.1%,28%,·,-2.1%,-14%,-2%,-4%,·,4%,
Cc1ccc(C)n1-n1cnc2scc(-c3cccs3)c2c1=O,-3.8%,-9%,i,-0.5%,-10%,7%,-1%,-0.1%,-4%,
